Assay outcomes: PubChem BioAssay, National Center for Advancing Translational Sciences (NCATS)
TrxR1 inh: blocks rat thioredoxin reductase 1; Potency, µM (doses to about 114 µM), inactives show at the top dose activity change, negative = inhibition, hits mostly inhibitors; AID 588453; recombinant rTrxR1, NADPH fluorescence consumption, selenite substrate; O89049; actives 1% (n = 390,000); also: % is scaled to controls: 0 for no effect and ±100 for the full control effect; nearly all actives have a fitted effect of over 65% in size
Target sequence (O89049 whole entry, looked up): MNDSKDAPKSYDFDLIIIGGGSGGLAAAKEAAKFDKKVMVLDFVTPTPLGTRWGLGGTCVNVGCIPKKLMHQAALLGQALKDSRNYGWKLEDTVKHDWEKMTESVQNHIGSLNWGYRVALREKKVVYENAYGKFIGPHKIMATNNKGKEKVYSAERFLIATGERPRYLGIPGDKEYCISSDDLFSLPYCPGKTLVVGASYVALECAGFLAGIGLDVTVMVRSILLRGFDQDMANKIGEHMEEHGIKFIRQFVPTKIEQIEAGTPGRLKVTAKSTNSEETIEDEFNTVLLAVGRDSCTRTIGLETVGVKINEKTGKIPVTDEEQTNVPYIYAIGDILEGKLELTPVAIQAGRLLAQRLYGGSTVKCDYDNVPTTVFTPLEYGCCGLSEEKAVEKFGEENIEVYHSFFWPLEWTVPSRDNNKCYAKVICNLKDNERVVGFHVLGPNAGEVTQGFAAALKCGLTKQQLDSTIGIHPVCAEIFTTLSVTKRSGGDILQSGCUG
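Rat TrxR1 (90 nM in the dispensed reagent) was pre-reduced with 400 uM NADPH for 5 min at room temperature, then incubated with compound for 15 min. After 400 uM selenite was added, NADPH fluorescence (Ex 340/Em 450 nm) was followed for 8 min.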
RGS4 inh: human RGS4 inhibition; Transcreener GDP fluorescence polarization, RGS4-accelerated GTP hydrolysis; Potency, µM (series often up to 114 µM), for the others: top-dose activity change, negative = inhibition, usual class: inhibitors; actives 0.039% (n = 390,000); AID 504845; also: % is scaled to controls: 0 for no effect and ±100 for the full control effect; nearly all actives have a fitted effect of over 75% in size; some results filed as inactive show a strong effect at the top dose
Target sequence (P49798 whole entry, looked up): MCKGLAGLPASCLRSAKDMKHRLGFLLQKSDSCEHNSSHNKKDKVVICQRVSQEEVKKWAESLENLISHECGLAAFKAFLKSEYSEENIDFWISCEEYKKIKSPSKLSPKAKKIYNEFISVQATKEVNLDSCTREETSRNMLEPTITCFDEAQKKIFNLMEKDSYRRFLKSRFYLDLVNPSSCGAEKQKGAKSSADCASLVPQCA
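MLSMR compounds (23 nl, pin-transferred) preincubated 10 min at room temperature with a 500nM (2x) first reagent, then RGS4 at 900nM (2x) plus Transcreener GDP mix added; fluorescence polarization (620/688 nm) read before and after 90 min at 30 °C.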
12-LOX inh: ALOX12 (human) lipoxygenase inhibition | Potency, µM (top dose mostly 108 µM), without a hit: at the highest dose activity change, negative = inhibition, actives largely listed as inhibitors | purified 12hLO, xylenol orange hydroperoxide absorbance | P18054 | actives 1.1% (n = 580,000); also: % is scaled to controls: 0 for no effect and ±100 for the full control effect
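Purified human 12hLO (150 nM final) in 25 mM Hepes, 0.01% Triton X-100, pH 7.0 was preincubated 15 min at room temperature with compound. Then 40 uM arachidonic acid was added, 30 min. Hydroperoxide was read by Fe-XO absorbance ratio 573/405 nm.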
USP1 inh: blocks the human USP1/UAF1 deubiquitinase complex. O94782. Potency, µM (series often up to 57.1 µM), inactives show top-dose activity change, negative = inhibition, usual class: inhibitors. recombinant USP1/UAF1, Ub-Rhodamine cleavage fluorescence. actives 0.23% (n = 390,000); also: % is scaled to controls: 0 for no effect and ±100 for the full control effect; nearly all actives have a fitted effect of over 60% in size; inactives centre near -12
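USP1/UAF1 complex at 1 nM was preincubated with compound for 15 min at room temperature, then Ub-Rho substrate (150nM final) was added. Fluorescence (480/540 nm) was read kinetically, 6 reads every 60 seconds.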
mIDH1 inhibitor: blocks human mutant IDH1 R132H enzyme | O75874 | IDH1-R132H enzyme, NADPH consumption, diaphorase/resazurin fluorescence | Potency, µM (top dose mostly 76.6 µM), inactives show at the top dose activity change, negative = inhibition, usual class: inhibitors | actives 0.093% (n = 390,000); also: % is scaled to controls: 0 for no effect and ±100 for the full control effect; nearly all actives have a fitted effect of over 65% in size
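IDH1-R132H (0.5 ug/mL) preincubated 30 min with compound, then NADPH (0.016 mM) and alpha-KG (2 mM) added; 80 min at RT, pH 7.5. Remaining NADPH coupled via diaphorase/resazurin to fluorescence (540/590 nm); concentration-response curves normalized to no-enzyme control.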
RXFP1 ag: agonists of human relaxin receptor RXFP1 | HEK293T-RXFP1 cAMP TR-FRET, 30 min; response scale: percent of porcine relaxin response, buffer zero | Potency, µM (highest dose often 57.5 µM), without a hit: top-dose activation, most hits filed as activators | actives 0.3% (n = 370,000) | AID 2676; also: % is scaled to controls: 0 for no effect and ±100 for the full control effect; nearly all actives have a fitted effect of over 60% in size; many of its hits are not listed in these tables
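Agonist response is measured as cAMP accumulation in an RXFP1-transfected HEK293T line under PDE4 inhibition. Values are scaled between buffer-only and 29 nM porcine relaxin, and EC50s come from standard Hill equation fits.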
Vif-A3F inh: inhibitors of Vif-A3F interaction; Potency, µM (top dose mostly 46.1 µM), without a hit: at the highest dose activity, negative = active; actives 0.2% (n = 390,000); HeLa A3F-eYFP + Vif (tagged APOBEC3F with the HIV-1 protein that degrades it), YFP fluorescence increase; also: % of control where 0% means no effect; nearly all actives have a fitted effect of over 65% in size
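HeLa cells stably expressing A3F-eYFP plus Vif, plated and incubated overnight at 37 deg C, then exposed to compounds overnight at 37 deg C. Blocked degradation read as raised yellow fluorescence (Ex 488/Em 500-530).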
TrxR1 substrate: is turned over as a substrate by rat TrxR1; O89049; purified TrxR1 substrate turnover, NADPH consumption readout; Potency, µM (series often up to 114 µM), for inactives: at the top dose activity change, negative = substrate turnover; actives 0.01% (n = 390,000); AID 588456; also: % is scaled to controls: 0 for no effect and ±100 for the full control effect; nearly all actives have a fitted effect of over 50% in size
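Rat TrxR1, dispensed at 90 nM, was prereduced with 400 uM NADPH (final) for 5 min at ~22 deg C, then incubated with compound 15 min before 400 uM selenite. A first-read NADPH fluorescence drop versus no-compound background flagged substrates.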
Vif-A3G inh: Vif-A3G binding inhibition | Q9HC16 | HeLa A3G-eYFP + Vif (tagged APOBEC3G with the HIV-1 protein that degrades it), YFP fluorescence, overnight | Potency, µM (highest dose often 46.1 µM), for the others: at the highest dose activity, negative = active, most hits filed as inhibitors | actives 0.076% (n = 410,000);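 also: % is scaled to controls: 0 for no effect and ±100 for the full control effect; nearly all actives have a fitted effect of over 60% in size; hits raise eYFP signal because A3G escapes Vif-driven loss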
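Read-out is eYFP fluorescence (Ex 488/Em 500-530) from Vif-expressing HeLa A3G-eYFP cells; more signal means A3G escaped Vif-mediated degradation. Cells plated overnight, compound pinned in, incubated overnight at 37 deg C.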
Starred values were filed as active, the others as inactive; ? = inconclusive; · = no result given; [ ] = remark or other dose. Calls follow the shape of the dose curve; as a rule, active = well fitted curve in the direction sought with a large enough effect; inconclusive = small, poorly fitted or top-dose-only effect, or another doubt; inactive = no such curve, though single readings can be large; an effect the other way counts as inactive or inconclusive. Potency is read from the fitted curve at half-maximal effect.

entry	smiles	TrxR1 inh	RGS4 inh	12-LOX inh	USP1 inh	mIDH1 inhibitor
1	COc1ccc([N+](=O)[O-])cc1NC(=O)c1ccccc1SC	-7%	-17%	-21%	-4%	5%
2	O=S1(=O)CCC(NC(=S)Nc2ccc3ccccc3c2)C1 (stereo not given)	?	1%	117%[activator]	-15%	2%
3	CCCCn1c(N)c(N(CCOC)C(=O)c2cccc(S(=O)(=O)N3CCCCC3)c2)c(=O)[nH]c1=O	7%[57.1 µM]	-17%	-16%	-17%	-4%
4	O=C1NN(c2ccccc2)C(=O)C2C1C1C=CC2C12CC2 (stereo not given)	3%	17%	1%	7%	2%
5	CCS(=O)(=O)N1Cc2ccccc2CC1C(=O)OCC(=O)N(C(C)C)C(C)C (stereo not given)	10%	10%	9%	-25%	-4%
6	CCN1CCC(N(Cc2cccc(OC)c2)C(=O)Nc2cccc(C)c2C)CC1	7%	5%	6%	-7%	38%[activator]
7	COCCCNC(=O)c1ccc(Cn2c(=O)[nH]c3ccccc3c2=O)cc1	2%	-3%	-18%	-13%	2%
8	CC1CC(C)CN(C(=O)COC(=O)C2CCN(S(=O)(=O)c3c(Cl)cccc3Cl)CC2)C1 (stereo not given)	6%	4%	-16%	-2%	8%
9	O=S1(=O)CCC(=Nc2ccc(Cl)cc2)c2ccsc21	-2%	31%[56.9 µM]	-1%	-3%	4%
10	CC(C)OC(=O)c1nnc(Cc2ccc(Cl)cc2)o1	3%[57.1 µM]	-5%	403%[activator]	-16%	17%

entry	RXFP1 ag	Vif-A3F inh	TrxR1 substrate	Vif-A3G inh
1	-0.8%	-15%	-9%	-2%
2	0.8%	12%	-9%	1%
3	-1.4%	-28%	10%[57.1 µM]	-2%
4	-0.1%	0%	-3%	1%
5	0.2%	-2%	2%	5%
6	-1.3%	1%	-5%	-3%
7	2.3%	1%	3%	1%
8	0.7%	-2%	-8%	1%
9	1.9%	-4%	3%	-3%
10	0.1%	0%	-10%[57.1 µM]	-1%

Remaining list, next part.
entry	smiles	TrxR1 inh	RGS4 inh	12-LOX inh	USP1 inh	mIDH1 inhibitor
11	Cc1ccc(C(=O)N2NC(c3ccc(F)cc3)C3C(=O)N(c4ccc(C)c(C)c4)C(=O)C32)cc1 (stereo not given)	13%	7%	287%[activator]	-4%	-5%
12	CC(C)c1ccc(NC(=O)CCNS(=O)(=O)c2cc(Br)cnc2N)cc1	3%	-20%	16%	-18%	15%
13	Cc1cccc(-c2nnc(SCc3ccc(C#N)cc3)n2Cc2ccco2)c1	-16%	-3%	15%	-6%	-7%
14	O=C(O)c1cnc2[nH]c3ccccc3n2c1=O	?	14%	14%	-18%	-1%
15	Cc1cccc(N2CCN(S(=O)(=O)c3ccc4c(c3)NC(=O)CS4)CC2)c1C	4%[57.1 µM]	-46%[56.9 µM]	-4%	-11%	-2%
16	CCN(C(=O)CSc1nccc(=O)[nH]1)C1CCCCC1	22%	27%	3%	1%	-2%
17	O=C(/C=C/c1ccco1)N1CCN(S(=O)(=O)c2cccs2)CC1	?	-35%	?	-9%	4%
18	COc1ccc(NC(=S)N2CCC(c3nc4ccccc4[nH]3)CC2)c(OC)c1	13%	-25%	21%	-2%	-5%
19	Oc1ccc(C=NNc2ccccn2)c(O)c1	-19%	-3%	-15%	-10%	4%
20	COc1ccc(Cl)cc1NC(=O)CCN1CCN(C)CC1	22%[57.1 µM]	?	?	-7%	1%

entry	RXFP1 ag	Vif-A3F inh	TrxR1 substrate	Vif-A3G inh
11	-0.1%	-8%	3%	-1%
12	0.9%	1%	-1%	-3%
13	4.0%	-7%	-7%	-7%
14	9.0%	0%	416%[activator]	2%
15	1.0%	-2%	4%[57.1 µM]	-6%
16	·	-5%	1%	0%
17	2.5%	-25%	-2%	-4%
18	3.4%	0%	7%[57.1 µM]	0%
19	·	0%	-13%	-8%
20	-0.6%	5%	14%[57.1 µM]	1%

Next section:
entry	smiles	TrxR1 inh	RGS4 inh	12-LOX inh	USP1 inh	mIDH1 inhibitor
21	CC(C)C(=O)Nc1ccc(N2CCOCC2)c(S(=O)(=O)Nc2ccccc2Cl)c1	-1%[57.1 µM]	31%	0%	0%	0%
22	CCN1CCN(S(=O)(=O)c2ccc(Cl)c(C(=O)N(C)Cc3cccc(OC)c3)c2)CC1	5%	-11%	?	-14%	4%
23	CS(=O)(=O)N(CC(=O)O)c1ccc(Oc2ccccc2)cc1	14%	6%	11%	-14%	10%
24	O=C(Nc1ccc2nc(SCC(=O)N3CCc4ccccc43)sc2c1)c1ccccc1	45%[activator]	22%	-18%	-12%	1%
25	NNc1ccc(S(=O)(=O)N2CCCCC2)cn1	-10%	28%	8%	-2%	7%
26	Clc1ccc(N2CCN(Cc3ccco3)CC2)cc1	12%[57.1 µM]	-10%	0.63µM*	-2%	0%
27	O=C(Nc1cc(Cl)ccc1Cl)C1Cc2ccccc2O/C1=N\O (stereo not given)	22%	-10%	0%	-26%	0%
28	O=C(Nc1cccc2c1C(=O)NC2=O)c1ccc(S(=O)(=O)N2CCCC2)cc1	?	-43%	3%	-6%	5%
29	O=C(Nc1ccc(F)cc1)Nc1ccc2snnc2c1	-15%	-8%	?	-25%	14%
30	Cc1ccc(S(=O)(=O)N2CC=C(C(=O)NC3CCCC3)CC2)cc1	23%[57.1 µM]	-47%[56.9 µM]	-8%	-15%	6%

entry	RXFP1 ag	Vif-A3F inh	TrxR1 substrate	Vif-A3G inh
21	·	6%	5%[57.1 µM]	-10%
22	3.7%	3%	-2%	1%
23	-0.2%	-9%	12%	1%
24	-0.8%	1%	14%	-7%
25	3.4%	-1%	3%	-7%
26	0.6%	7%	7%[57.1 µM]	-5%
27	0.1%	-10%	4%	-12%
28	1.1%	1%	-6%	-6%
29	-2.3%	-5%	-15%	-1%
30	1.6%	-2%	8%[57.1 µM]	1%

Additional records follow.
entry	smiles	TrxR1 inh	RGS4 inh	12-LOX inh	USP1 inh	mIDH1 inhibitor
31	CCOc1ccc(CCNC(=O)COC(=O)CSc2ccccc2C)cc1OCC	-3%	9%	8%	-17%	3%
32	O=[N+]([O-])/C=C\c1ccc(N2CCOCC2)cc1	?	-39%[56.9 µM]	0%	-10%	-11%
33	CCn1nc(C(=O)NCc2ccco2)c(Cl)c1Cl	10%	13%	-8%	-8%	2%
34	COc1ccc(/C(N)=N/OC(=O)c2cccc([N+](=O)[O-])c2)cc1OC	-19%	10%	1%	-17%	0%
35	O=C(CNC(=O)c1ccc(Cl)cc1Cl)OCc1nnc(-c2ccccc2Br)o1	2%[11.4 µM]	8%	2%	-12%	12%
36	COC(=O)[C@H](CCSC)NC(=O)NC1CC1	25%	13%	?	-5%	-2%
37	COc1cccc(CN(C)Cc2nc(Cc3ccccc3Cl)no2)c1	15%[57.1 µM]	-23%	-9%	-7%	12%
38	Cc1cc(C)n2nc(SCc3c(F)cccc3Cl)nc2n1	2%	?	0%	-18%	9%
39	Cc1ccc(C)c(N2CCN(C(=O)c3cnn(-c4ccccc4Cl)c3C3CCN(C(=O)OC(C)(C)C)CC3)CC2)c1	-15%	-17%	-23%	-25%	-2%

entry	RXFP1 ag	Vif-A3F inh	TrxR1 substrate	Vif-A3G inh
31	-2.5%	2%	-6%	-2%
32	·	-6%	-2%[57.1 µM]	?
33	3.7%	0%	5%	-4%
34	-3.6%	-6%	-7%	3%
35	·	6%	9%[57.1 µM]	-1%
36	1.0%	0%	1%	1%
37	-1.1%	1%	-21%[57.1 µM]	-2%
38	-1.9%	-13%	-7%	1%
39	0.9%	0%	-4%	0%

Filtered by structure, the entries above with two or more sulfur atoms
entry	smiles	TrxR1 inh	RGS4 inh	12-LOX inh	USP1 inh	mIDH1 inhibitor
2	O=S1(=O)CCC(NC(=S)Nc2ccc3ccccc3c2)C1 (stereo not given)	?	1%	117%[activator]	-15%	2%
9	O=S1(=O)CCC(=Nc2ccc(Cl)cc2)c2ccsc21	-2%	31%[56.9 µM]	-1%	-3%	4%
15	Cc1cccc(N2CCN(S(=O)(=O)c3ccc4c(c3)NC(=O)CS4)CC2)c1C	4%[57.1 µM]	-46%[56.9 µM]	-4%	-11%	-2%
17	O=C(/C=C/c1ccco1)N1CCN(S(=O)(=O)c2cccs2)CC1	?	-35%	?	-9%	4%
24	O=C(Nc1ccc2nc(SCC(=O)N3CCc4ccccc43)sc2c1)c1ccccc1	45%[activator]	22%	-18%	-12%	1%

entry	RXFP1 ag	Vif-A3F inh	TrxR1 substrate	Vif-A3G inh
2	0.8%	12%	-9%	1%
9	1.9%	-4%	3%	-3%
15	1.0%	-2%	4%[57.1 µM]	-6%
17	2.5%	-25%	-2%	-4%
24	-0.8%	1%	14%	-7%

A portion of the library; rates above refer to the full screens.
